Compound activity deposited in PubChem BioAssay by several laboratories.
HTR2A ag = activates the mouse 5-HT2A serotonin receptor | P35363 | CHO-K1 mHTR2A beta-arrestin complementation, luminescence; percent of 30 µM serotonin response | activation, % at 7.6 µM | hit rate 0.66% among 360,000 | AID 624169;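 active = activation above a run cutoff, the mean activation of all tested compounds plus 3 SD, cut at about 14% in these data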;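 also: 0% = plate median of compound wells and 100% = 30 µM serotonin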
Granule exo inh = blocks lytic granule exocytosis; TALL-104 LAMP-1 surface exposure, flow cytometry; cells stimulated with thapsigargin and PMA; inhibition, % at 10 µM; hit rate 0.66% among 360,000;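 active = inhibition above about 55%, limit read from the data; inconclusive = no clear call, values can overlap the other calls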
ABCB6 inh MLPCN = blocks the human ABCB6 transporter; hit rate 0.19% among 360,000; K562-ABCB6 porphyrin accumulation, flow cytometry, 1 h; stronger effect = lower value; Q9NP58; AID 602162; fluorescence ratio to DMSO, % at 10 µM;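 active = fluorescence ratio to DMSO below 75%, the collection mean minus 3 SD; inconclusive = too few cells collected in the well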;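 also: signal is porphyrin accumulated inside mitochondria; 100% equals median channel fluorescence of DMSO control wells; lower ratio means ABCB6 inhibition with less porphyrin fluorescence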
Target sequence (Q9NP58 whole entry, looked up): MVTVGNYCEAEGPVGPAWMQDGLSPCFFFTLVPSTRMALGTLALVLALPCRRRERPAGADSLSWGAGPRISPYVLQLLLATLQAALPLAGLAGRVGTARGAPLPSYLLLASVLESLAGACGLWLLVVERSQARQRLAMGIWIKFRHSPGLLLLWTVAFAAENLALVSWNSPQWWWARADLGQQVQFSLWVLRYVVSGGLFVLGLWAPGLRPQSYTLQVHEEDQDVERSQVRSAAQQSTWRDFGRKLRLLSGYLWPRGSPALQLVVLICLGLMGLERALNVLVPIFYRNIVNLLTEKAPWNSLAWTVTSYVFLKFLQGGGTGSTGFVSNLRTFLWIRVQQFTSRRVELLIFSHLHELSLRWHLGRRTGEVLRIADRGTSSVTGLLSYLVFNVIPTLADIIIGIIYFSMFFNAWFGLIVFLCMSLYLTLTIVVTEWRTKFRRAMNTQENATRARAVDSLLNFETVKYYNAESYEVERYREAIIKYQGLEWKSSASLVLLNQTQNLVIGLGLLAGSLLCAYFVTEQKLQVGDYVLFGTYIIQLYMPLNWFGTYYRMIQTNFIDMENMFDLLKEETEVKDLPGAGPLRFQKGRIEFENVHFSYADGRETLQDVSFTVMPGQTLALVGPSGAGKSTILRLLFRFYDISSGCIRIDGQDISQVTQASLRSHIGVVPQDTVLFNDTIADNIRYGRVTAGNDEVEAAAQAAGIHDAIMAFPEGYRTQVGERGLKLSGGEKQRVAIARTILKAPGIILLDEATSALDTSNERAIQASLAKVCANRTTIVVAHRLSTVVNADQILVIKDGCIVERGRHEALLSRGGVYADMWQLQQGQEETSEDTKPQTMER
hiPSC survival = increases survival of single human iPS cells. hiPSC single-cell survival, ATPlite luminescence; 100% = ROCK inhibitor wells, 0% = DMSO. survival enhancement, % at 20 µM. hit rate 0.044% among 360,000; in the data active = survival enhancement above about 18%;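 also: cells exposed to compounds for 16 hours before the ATP read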
Vif imaging = inhibitors of HIV Vif; HEK293T cells, Vif self-association by quenched fluorescence, imaging, 24 h; inhibition, % at 7.49 µM; hit rate 0.35% among 340,000; in the data active = inhibition above about 50%, passing the limit was not always enough; inconclusive = no clear call, values can overlap the other calls; inactive = below about 31%; also: some results filed as inactive read as strong as hits
H9c2 protect = myocardial damage modulation in H9c2 cells; H9c2 cardiomyocytes, H2O2 injury protection, ATPLite, 2 h; protection from H2O2 cell death, % at 20 µM; hit rate 0.63% among 360,000;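 active = compounds giving at least 50% protection of heart cells from peroxide-induced death in the single-dose screen, raw or plate-pattern-corrected value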;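 also: 0% = DMSO wells with peroxide and 100% = DMSO wells without peroxide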
CaV13 ICDI inh = Disruptors of the CACNA1D IQ motif to Ca2+-dependent inactivation inhibitor domain association, primary screening, Förster resonance energy transfer in intact living …. HEK cells, CFP/YFP FRET ICDI-IQ, plate reader, 10 min; percent FRET-ratio fall versus neutral wells. inhibition, % at 12.3 µM. hit rate 0.098% among 340,000;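 active = mean replicate inhibition of at least 30% and at least 1% of replicates passing that level; inconclusive = only one of the two criteria is met; inactive = neither criterion is met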;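 also: 0% = median of the neutral control wells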
PDI inh = blocks human protein disulfide isomerase activity; PDI insulin aggregation turbidity, A650, 90 min; AID 588391; inhibition, % at 10 µM; hit rate 0.052% among 350,000;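 active = mean inhibition across replicates of 30% or more, whatever share of single replicates reach that level; inconclusive = mean inhibition below 30% while every single replicate reaches 30%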;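 also: absorbance from insulin aggregation driven by PDI reduction with DTT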
Glyco luc inh = blocks N-linked glycosylation in D54 reporter cells. reporter increase, % at 12.5 µM. D54 ERlucT glycosylation luciferase reporter, 24 h; percent of 100 nM tunicamycin response. hit rate 0.23% among 360,000;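 active = mean luciferase reporter signal, scaled so untreated is 0 and the glycosylation-blocking control 100, at or above a set limit in every replicate; inconclusive = mean reaches the limit but not every replicate does; inactive = mean below the limit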;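 also: luciferase carries N-glycosylation sites so blocking glycosylation raises the light; 0% = median of neutral control wells and 100% = median of 100 nM tunicamycin wells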
aDG glyco act = alpha-DG glycosylation activation; hit rate 0.22% among 360,000; AID 624168; Pro5-aDG cells, alpha-DG glycosylation AlphaScreen (IIH6); 0% Pro5, 100% B10-LARGE cell signal; activation, % at 10 µM;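 active = activation of at least 8% versus controls, or a plate z-score of at least 8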;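 also: Pro5 are CHO cells carrying HIG-tagged alpha-DG that lacks glycosylation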
An asterisk follows results filed as active; ? = inconclusive; / = no result given. This is a random part of the collection; about 3.1% have a hit in one of these screens.

Below each SMILES: HTR2A ag | Granule exo inh | ABCB6 inh MLPCN | hiPSC survival | Vif imaging | H9c2 protect | CaV13 ICDI inh | PDI inh | Glyco luc inh | aDG glyco act
- Cc1ccc(N2CCN(S(=O)(=O)c3ccc4oc(=O)ccc4c3)CC2)c(C)c1
→ 3 | 86* | 98 | 0.3 | -4 | -20 | -6 | -6 | 0 | 0.1
- O=c1c2ccccc2nnn1Cc1ccccc1
→ 0 | -5 | 99 | 0.5 | -8 | 9 | -2 | -4 | 0 | -0.1
- CCNc1sc(C(=O)c2cccs2)c(N)c1C#N
→ 1 | -2 | 99 | -2.3 | -1 | 16 | -3 | -7 | 3 | -0.2
- CC(C)c1ccc(Nc2c([N+](=O)[O-])c(=O)n(C)c3ccccc23)cc1
→ -7 | 5 | 94 | 0.0 | -7 | -3 | -18 | 2 | -5 | 0.1
- O=C(C1CCC(CNc2c(N3CCCCC3)c(=O)c2=O)CC1)N1CCCCC1 (centres undefined)
→ 19* | -4 | 97 | 0.0 | 8 | -7 | -5 | -7 | 1 | 0.2
- COc1ccc(CN2C(=O)c3cccnc3C2Nc2cc(Cl)ccc2OC)cc1 (centres undefined)
→ -3 | 1 | 96 | -0.4 | 12 | 1 | -4 | 10 | -1 | 0.0
- O=C1C2CC=CCC2C(=O)N1c1n[nH]c(-c2ccccc2)n1 (centres undefined)
→ 4 | 2 | 95 | 0.1 | / | -7 | / | 12 | 0 | -0.1
- Cc1cc(C)cc(NC(=O)N2CCCN(Cc3c(F)cccc3Cl)CC2)c1
→ -1 | 13 | 98 | -0.3 | -3 | 1 | -4 | -2 | -1 | 0.2
- CCOc1cccc(CNCc2cccnc2)c1OCc1ccccc1
→ 3 | -2 | 102 | -0.5 | 9 | -1 | -6 | -4 | 0 | 0.1
- CCn1c(SCC(=O)N2CCCC2=O)nc2ccccc21
→ 15* | -12 | 97 | 3.3 | -1 | 6 | -5 | -3 | 2 | -0.2
- COc1ccc(-c2cc(C)no2)cc1S(=O)(=O)NCC(C)c1ccccc1 (centres undefined)
→ -6 | 48 | 99 | -0.6 | -5 | -2 | -7 | 6 | -2 | -0.1
- CCOC1=C2[C@@H](CN(S(=O)(=O)c3ccc(C)cc3)[C@H]2c2ccccc2)[C@H]2C(=O)N(c3ccccc3)C(=O)[C@H]2C1
→ 7 | -1 | 102 | 1.0 | 2 | 1 | -4 | / | -1 | 0.1
- COC(=O)C1(C(O)C(=O)c2ccc(C)cc2C)CCCCC1 (centres undefined)
→ -2 | -3 | 95 | 4.0 | -4 | 0 | -3 | 1 | -1 | 0.3
- CCOC(=O)c1c(NC(=O)CSc2nnc(C)s2)sc2c1CCCCC2
→ -3 | -2 | 93 | -0.2 | 5 | -33 | -3 | -5 | -2 | -0.4
- COCCNC(=O)CN(C(=O)CCC(=O)Nc1cc(C)on1)c1cccc(C)c1C
→ 0 | -2 | 100 | -2.1 | 1 | 6 | -5 | 1 | -2 | -0.3
- O=C(NCCc1ccccc1)C(c1cccs1)N(C(=O)c1csnn1)C1CC1 (centres undefined)
→ -1 | 0 | 98 | 1.0 | 0 | 4 | -5 | 3 | 1 | 0.3
- COc1cc(C(=O)N2CCN(C)C(C)C2)ccc1OC1CCN(C(C)=O)CC1 (centres undefined)
→ 3 | -6 | 105 | -0.4 | 3 | 2 | / | 4 | 2 | 0.0
- COc1cccc(CN2CCNC(=O)C2CC(=O)N2CCCCO2)c1OC (centres undefined)
→ 1 | -2 | 104 | -0.9 | 8 | -2 | -18 | 8 | 0 | 0.5
- Cc1ccc(Cl)c(NC(=O)CSc2cccc[n+]2[O-])c1Cl
→ 4 | -2 | 101 | 0.9 | -1 | 3 | -6 | 11 | 0 | 0.4
- Cc1ccc(-n2nnnc2SCC(=O)c2ccc3c(c2)NC(=O)CO3)c(C)c1
→ 0 | 9 | 99 | -0.6 | -6 | -7 | -9 | 1 | -2 | 0.5
- CN(C)C(CNC(=O)c1cccs1)c1ccco1 (centres undefined)
→ 8 | 6 | 98 | -0.4 | -3 | 15 | -3 | 1 | -1 | 1.1
- Cc1csc(NC(=O)c2cc3c(C)nn(Cc4ccccc4Cl)c3s2)n1
→ -4 | -2 | 88 | -0.5 | 10 | -2 | -5 | -4 | -5 | 0.1
- CCOc1ccc(NC(=O)CN(C)C(=O)CCNC(=O)c2ccc(Br)cc2)cc1OCC
→ 1 | -1 | 98 | -0.3 | 4 | -3 | -8 | -7 | 3 | 0.1
- Cc1nc(CC(=O)NNS(=O)(=O)c2ccc(F)c(Cl)c2)cs1
→ 4 | -2 | 99 | 0.8 | -1 | 0 | -5 | 8 | 0 | 0.0
- CCC(OC(=O)C(NC(=O)c1ccccc1)c1ccccc1)C(=O)Nc1cc(C)on1 (centres undefined)
→ -1 | -2 | 99 | -0.3 | 22 | 6 | -9 | 15 | 0 | 0.0
- COc1ccc(S(=O)(=O)N(CCCN2CCOCC2)Cc2ccc(OC)c(OC)c2)cc1
→ -5 | -1 | 101 | 0.5 | 0 | 10 | 0 | -17 | -2 | 0.1
- CC(C)c1ccc(C(O)P(=O)(OC2CCCCC2)OC2CCCCC2)cc1 (centres undefined)
→ 2 | 10 | 98 | -0.3 | -8 | 9 | -11 | 2 | -5 | -0.1
- Cc1cccc(N2CCN(C(=O)CC(NC(=O)c3ccccc3Cl)c3ccccc3)CC2)c1C (centres undefined)
→ -7 | 2 | 101 | 4.7 | -8 | 2 | -15 | 18 | -2 | 0.2
- CCc1nnc(NC(=O)Cc2sc(C)nc2-c2ccc(C)cc2)s1
→ 6 | 5 | 93 | -0.3 | -23 | -6 | -3 | -10 | 0 | 2.9
- C/C(N)=C(/C#N)C(=O)CSc1nc2ccccc2c(=O)n1Cc1ccc(F)cc1
→ -1 | 15 | 100 | 0.6 | 14 | -1 | -6 | -2 | -3 | -0.1
- Cc1ccc(F)c(S(=O)(=O)NC(=O)C2(C)CCN2C(=O)c2sccc2C)c1 (centres undefined)
→ 1 | 1 | 92 | -1.7 | 3 | 3 | -5 | 2 | 0 | -0.2
- COc1ccc(C)cc1S(=O)(=O)Nc1ccc(F)c(Cl)c1
→ 1 | 2 | 109 | 3.7 | -1 | -8 | / | -3 | -1 | 0.1
- CNC(=S)Nc1cccc(C(C)=O)c1
→ -3 | -6 | 99 | -0.5 | -11 | -11 | -7 | 3 | 0 | 0.0
- C=CCn1c(SCC(=O)Nc2ccccc2F)nc2ccccc2c1=O
→ 3 | -5 | 95 | -0.7 | -4 | 8 | -22 | 0 | -3 | 0.1
- CSC1=C(C#N)C(c2ccccc2Cl)C(C(=O)c2cccs2)C(O)(C(F)(F)F)N1 (centres undefined)
→ -2 | 2 | 92 | 1.2 | -21 | 8 | -7 | -12 | 1 | 0.0
- N/C(=N\N=C\c1ccc2c(c1)OCO2)c1nonc1N
→ -1 | -11 | 108 | -4.4 | 0 | -20 | -5 | 0 | -13 | -0.3
- CC(CNC(=O)CC[C@H]1O[C@@H](n2cnc3c(NC(=O)c4ccccc4)ncnc32)[C@H](O)[C@@H]1O)c1ccccc1 (some centres undefined)
→ 9 | 4 | 94 | 0.7 | -5 | -6 | -5 | / | 4 | -0.2
- O=C(CS(=O)(=O)c1cn(Cc2cccc(F)c2)c2ccccc12)N1CCCCC1
→ -2 | 3 | 99 | -0.6 | 8 | -2 | -5 | -4 | -4 | 0.2
- Cc1cc(N2CCN(C3CCCCC3)CC2)n2nc(C)nc2n1
→ -3 | -2 | 103 | -0.1 | -1 | 0 | -4 | / | -1 | 0.0
- COc1ccccc1/C=C/C=N/N1CCN(Cc2ccccc2)CC1
→ 3 | -3 | 92 | 1.8 | -3 | 16 | -12 | -2 | 3 | 0.0
- O=C(O)CCc1nc(-c2ccccc2)no1
→ 4 | 3 | 101 | -0.3 | -4 | 0 | -4 | -6 | 2 | 0.1
- COCCN(C(=O)Cc1csc(-c2cccc(Cl)c2)n1)c1c(N)n(Cc2ccccc2)c(=O)[nH]c1=O
→ -4 | -29 | 96 | -0.2 | 0 | 1 | -5 | 5 | -1 | 0.0
- O=C(CN1C(=O)NC2(CCCCCCC2)C1=O)Nc1ccc(Br)cc1
→ 1 | -16 | 96 | -0.1 | 6 | 3 | -6 | -17 | 15 | 0.3
- COc1ccccc1NC(=O)CC(=O)Nc1ccccc1OC
→ 7 | -7 | 99 | 0.5 | -3 | 3 | -19 | -2 | 2 | 0.1
- CCOc1ccc(NC(=O)CSc2nnc(CCNC(=O)c3ccc(OC)cc3)n2CC)cc1
→ -1 | -4 | 105 | -1.7 | 3 | 6 | -3 | -2 | 0 | -0.3
- CC1Oc2ccccc2N(CC(=O)c2ccc(F)cc2)C1=O (centres undefined)
→ -4 | -3 | 98 | 0.9 | 3 | 0 | -2 | 2 | -1 | 0.4
- CCc1ccc2[nH]c(=O)c(CN(Cc3ccccc3OC)Cc3nnnn3Cc3ccco3)cc2c1
→ -3 | 2 | 117 | 1.0 | -5 | -20 | -6 | ? | 0 | -0.2
- CCC(C)N(C(=O)COC(=O)c1nc2nc(C)cc(C)n2n1)C1CCS(=O)(=O)C1 (centres undefined)
→ 3 | 3 | 97 | -0.5 | -11 | 12 | -6 | -4 | 0 | 0.3
- CCCS(=O)(=O)c1c(S(=O)(=O)CCC)c2cnccn2c1C(=O)c1ccc(OC)cc1
→ 0 | 1 | 102 | -0.5 | -4 | 13 | -14 | 12 | 2 | 0.0
- CC(=O)c1c(C)nc(Nc2nc(C)c3cc(C)ccc3n2)nc1C
→ 10 | -3 | 102 | 1.5 | -10 | 1 | -18 | -3 | 3 | -0.1

Other compounds
Below each SMILES: HTR2A ag | Granule exo inh | ABCB6 inh MLPCN | hiPSC survival | Vif imaging | H9c2 protect | CaV13 ICDI inh | PDI inh | Glyco luc inh | aDG glyco act
- CN(c1ccc(OCC(=O)OCC(=O)Nc2ccccc2)cc1)S(=O)(=O)c1ccc(F)cc1
→ 2 | -1 | 138 | 2.4 | -1 | -3 | -4 | -2 | 2 | -0.3
- COc1ccc(C(=O)Nc2nc(-c3ccccn3)cs2)cc1S(=O)(=O)N1CCOCC1
→ 1 | -6 | 100 | -0.1 | -6 | 54* | -3 | 7 | -7 | 1.2
- COc1cc(SC)ccc1C(=O)Nc1ccccc1C#N
→ 3 | -2 | 84 | -0.4 | 27 | 1 | -6 | 10 | 1 | 0.2
- O=C(Nc1cc2c(cc1Cl)OCCCO2)c1ccco1
→ 5 | 1 | 99 | -2.3 | 3 | -3 | -8 | 1 | -1 | 0.1
- N#Cc1ccc(OCC(O)CN2CCN(C(c3ccccc3)c3ccccc3)CC2)cc1 (centres undefined)
→ -17 | 9 | 95 | -0.7 | 1 | -2 | -3 | -4 | -3 | -0.1
- Clc1cccc(Cc2c(-c3ccco3)nc3c4ccccc4ccn23)c1
→ 1 | 96* | 129 | 0.0 | / | / | -3 | / | / | -0.1
- NNC(=O)COc1ccccc1F
→ -2 | -9 | 103 | -0.2 | 2 | 2 | -4 | 2 | 0 | 0.6
- Cc1nc2ccc(S(=O)(=O)NC(C(=O)NCc3cccs3)C(C)C)cc2s1 (centres undefined)
→ 3 | 2 | 103 | -0.2 | -2 | 8 | 1 | 6 | -1 | -0.2
